pAkt inh: blocks phosphorylation of Akt; activity change, % for hits at 50 µM; 360,000 tested, 0.32% active; Neuro2A IGF-stimulated pAkt S473 HTRF, 20 min; hits give low values; AID 651550; in the data active = activity change below about -80%; inconclusive = mostly about -51% to -80%; note: % is set by controls: 0 for no effect and ±100 for the full control effect
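Neuro2A cells in DMEM with 0.5% FBS, overnight at 37 deg C, given compound at single 50 µM final, then IGF (6 nM final) for 20 min at 37 deg C. Lysed; phospho-Akt Ser473 by HTRF after 24 h, 665/615 ratio.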
CCT modulator: modulators of cytosolic chaperonin (CCT/TRiC) activity; 360,000 tested, 0.3% active; purified chaperonin ATPase assay, HTRF ADP detection, 30 min; activity change, % (concentration not given with the values), hits read low; in the data active = activity change below about -30%; note: % is set by controls: 0 for no effect and ±100 for the full control effect
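Enzyme 40 or 20 nM (batch-dependent) in Tris pH 7.4/KCl/MgCl2/DTT; cpd 76 uM single point; ATP 10 uM; 30 min 37 °C; Transcreener ADP HTRF detection, 30 min RT; ratio 665/615.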
A549 viability: kills or reduces viability of A549 cells in Nrf2 counter-screen | A549 ARE-Fluc cells, CellTiter-Fluor viability, 18-24 h | 390,000 tested, 0.16% active | Potency, µM (top dose mostly 46 µM), inactives show at the top dose activity change, negative = cytotoxicity, usual class: inhibitors | AID 504648; note: potency is the fitted concentration of half-maximal effect; % is set by controls: 0 for no effect and ±100 for the full control effect
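A549 ARE_Fluc cells in 5% FBS OPTI-MEM were exposed to compounds in concentration-response for 18-24 h at 37 deg C. Viability was read by CellTiter-Fluor fluorescence (Ex 405/Em 525) after 30 min, before the luciferase read.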
ATXN viability: viability counter-screen for ATXN expression inhibitors; Potency, µM (titrated, usually from 56.7 µM), actives largely listed as cytotoxic; S2 cells (HEK-293 line with an ATXN2-luciferase reporter) viability, CellTiter-Fluor protease fluorescence, 24 h; 400,000 tested, 0.49% active; note: potency is the fitted concentration of half-maximal effect; nearly all actives have a fitted effect of over 40% in size
HepG2 tox: counter-screen for TGF-b inhibitors: cytotoxicity in HepG2 cells. HepG2 CAGA-GFP viability, ATP luminescence, 18 h. 410,000 tested, 0.76% active. AID 588856. Potency, µM (titrated, usually from 46.1 µM), without a hit: at the highest dose activity change, negative = cytotoxicity, hits mostly cytotoxic; note: potency is the fitted concentration of half-maximal effect; some results filed as inactive show a strong effect at the top dose
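CellTiter-Glo luminescence gave cytotoxicity after 18 hours at 37 degrees C. The cells were HepG2 CAGA-GFP in 1% FBS DMEM, stimulated with 500 pg/mL TGF-beta after compound addition. %Activity was normalised to no-cell wells (complete cell-killing) and DMSO (no toxicity), and curves were fitted and classified.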
TGFb SMAD3 inh: blocks TGF-b signaling | HepG2 CAGA-GFP TGF-b/SMAD3 reporter, GFP fluorescence, 18 h; TGF-beta stimulated, 500 pg/mL final | Potency, µM (top dose mostly 46.1 µM), for the others: at the highest dose activity, negative = inhibition, most hits filed as inhibitors | 410,000 tested, 1.2% active | AID 588855; note: potency is the fitted concentration of half-maximal effect; % is set by controls: 0 for no effect and ±100 for the full control effect; nearly all actives have a fitted effect of over 65% in size
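HEPG2 CAGA-GFP cells (1000/well, DMEM with 1% FBS) were pre-incubated 2 h at 37 degrees C, given compound by pin tool, then stimulated with TGF-beta at 500 pg/mL final for 18 h before per-cell GFP fluorescence imaging.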
Nrf2 activator: activators of Nrf2 (ARE) signaling | AREc32 ARE-luciferase reporter (MCF7-derived line), luminescence, 24 h | Potency, µM (doses to about 46.1 µM), for inactives: at the highest dose activation, hits mostly activators | 410,000 tested, 0.31% active | AID 624171; note: potency is the fitted concentration of half-maximal effect; % of control where 0% means no effect; nearly all actives have a fitted effect of over 65% in size
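Each well held 1000 AREc32 cells, which were incubated with compound for 24 hr at 37 deg C after overnight attachment, and ARE reporter activity was quantified by firefly luciferase luminescence.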
MmCpn inh: inhibitors of Methanococcus maripaludis chaperonin (MmCpn); purified Mm-Cpn ATPase, ADP Transcreener TR-FRET; Potency, µM (doses to about 76.9 µM), inactives show at the top dose activity, negative = inhibition, actives largely listed as inhibitors; 330,000 tested, 0.031% active; AID 504842; note: potency is the fitted concentration of half-maximal effect; % is set by controls: 0 for no effect and ±100 for the full control effect; nearly all actives have a fitted effect of over 80% in size
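Inhibition of chaperonin ATP hydrolysis is measured as reduced ADP production, detected by competitive TR-FRET in which signal falls with ADP. Final enzyme 25 nM and ATP 10 uM, reacted 30 min at 37°C.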
Nrf2 inh: inhibitors of Nrf2 signaling; A549 ARE-Fluc reporter, luciferase luminescence, 18-24 h; 360,000 tested, 2.1% active; Potency, µM (doses to about 46 µM), without a hit: at the top dose activity change, negative = inhibition, actives largely listed as inhibitors; note: potency is the fitted concentration of half-maximal effect; % is set by controls: 0 for no effect and ±100 for the full control effect; nearly all actives have a fitted effect of over 60% in size
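Nrf2 activity is the BugLite luminescence, read 15 min after reagent at room temperature, following CellTiter-Fluor cytotoxicity readout (30 min, 37C). Compound titrations were applied for 18-24 h to 5000 A549 ARE_Fluc cells/well in 5% FBS OPTI-MEM.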
An asterisk follows results filed as active; i = inactive; ? = inconclusive; · = no result given; [ ] = another dose, or the depositor's remark. Unless noted, calls come from the whole dose curve; as a rule, active = well fitted curve in the direction sought with a large enough effect; inconclusive = small, poorly fitted or top-dose-only effect, or another doubt; inactive = no such curve, though single readings can be large; an effect the other way counts as inactive or inconclusive.

no.	compound	pAkt inh	CCT modulator	A549 viability	ATXN viability	HepG2 tox	TGFb SMAD3 inh	Nrf2 activator	MmCpn inh	Nrf2 inh
1	CCOC(=O)c1ccccc1OCc1cc(/C=N/NC(=O)c2cccnc2)ccc1OC	i	-3.8	2%	i	0%	?	4.1%	1%	-22%
2	COCc1cc(=O)n2c([nH]c3ccccc32)c1C#N	i	-1.4	1%	i	-30%	-2%	3.3%	-1%	3%
3	O=C(N/N=C1\C2CN3CCN(C2)CC1(c1ccccc1)C3)Nc1ccccc1	i	1.1	-1%	i	8%	2%	-0.6%	-1%	1%
4	CCc1ccc(CNC(=O)CCc2cn(C)c3ccccc23)cc1	i	0.7	3%	i	-3%	-20%	0.2%	-5%	-21%
5	CN(CC(=O)Nc1ccc(F)cc1)C(=O)COC(=O)c1ccc(=O)n(Cc2ccccc2)n1	i	-3.5	2%	i	0%	-14%	-0.5%	1%	4%
6	COC(=O)c1ccc(Cc2ccccc2)o1	i	0.4	1%	i	-26%	?	0.2%	0%	9%
7	CCC(C)NC(=O)[C@H]1N2C(=O)c3ccccc3C2SC1(C)C (stereo partly specified)	i	0.8	4%	i	1%	5%	-0.7%	-4%	9%
8	CCCCc1n[nH]c2c1/C(=N/O)CC(C)(C)C2	i	-2.5	-1%	i	-20%	-6%	-0.6%	0%	7%
9	Cc1cc(NC(=O)CSc2nc3cc(Cl)ccc3c(=O)n2C(C)C)no1	i	-9.4	-5%	i	-8%	9%	-0.3%	0%	4%
10	O=C(Nc1ccc(Cl)c(Cl)c1)c1cc(S(=O)(=O)N2CCN(c3cccc(Cl)c3)CC2)ccc1F	·	·	-13%	i	-2%	?	-0.7%	·	·
11	O=C1C2C3C=CC(O3)C2C(=O)N1CC(O)c1ccccc1 (stereo unspecified)	i	-1.8	-6%	i	2%	16%	-0.3%	0%	12%
12	Cc1cc2n(n1)C(c1sccc1C)Nc1ccccc1-2 (stereo unspecified)	i	0.0	11%	i	-41%	0%	3.0%	-1%	5%
13	O=C(Cn1cc2c(n1)CCCC2)Nc1cc(C(F)(F)F)ccc1Cl	·	·	17%	i	11%	9%	2.6%	·	6%
14	COCCNc1nc(NCCN2CCNC2=O)c2sccc2n1	i	-0.4	·	i	-5%	-6%	-0.5%	·	·
15	CN1/C(=C\C(=O)COc2ccc3c(c2)OCO3)C(C)(C)c2ccccc21	i	-1.1	-9%	i	-3%	?	-0.6%	-25%	?
16	O=C(COc1cccnc1[N+](=O)[O-])Nc1ccc(Cl)cc1F	i	-0.2	-1%	i	8%	2%	-0.1%	-3%	-5%
17	CC(=O)c1ccc(-c2c(C3C4C=CCC(C)C4C(=O)N3Cc3ccccc3)ccc3ccccc23)cc1 (stereo unspecified)	·	·	-19%	·	-18%	-28%	·	·	?
18	COc1ccc(OC)c(Nc2nc(-c3cccc([N+](=O)[O-])c3)nc3ccccc23)c1	·	-0.2	-3%	·	-2%	4%	-0.7%	-2%	?
19	CCCCOc1ccc(Cn2c(=O)oc3ccc(C)cc32)cc1	·	·	-2%	i	-10%	3%	0.4%	·	-2%
20	Cc1ccc(Nc2c(-c3cccnc3)nc3ccc(C)cn23)cc1	·	·	0%	i	-22%	-12%	1.1%	·	-19%
21	Cc1cccc(C)c1NC(=O)Nc1ccc(S(N)(=O)=O)cc1	i	2.1	-3%	i	23%	15%	-0.5%	-7%	-14%
22	COc1cccc(/C=N/NC(=O)CN2C(=O)NC3NC(=O)NC32)c1 (stereo unspecified)	i	-2.4	-4%	?	3%	?	-0.2%	1%	1%
23	COCCn1c(SCC(=O)Nc2cc(C)on2)nnc1-c1ccccc1	i	-1.7	3%	i	3%	18%	-1.1%	-1%	-5%
24	CCOc1ccc(CCNC(=O)c2cc3ccccn3n2)cc1OCC	i	-1.9	-7%	?	-17%	-9%	2.3%	0%	21µM*
25	CC(=O)NC(Cc1c[nH]c2ccccc12)C(=O)N/N=C/c1ccccc1 (stereo unspecified)	i	3.2	5%	i	-3%	-7%	0.9%	-2%	10%
26	COC(=O)c1cc(C(=O)N(Cc2ccccc2)c2ccccn2)cc([N+](=O)[O-])c1	i	-1.0	-4%	i	13%	7%	0.6%	-5%	-6%
27	CCCN=C1NC(=O)C(CC(=O)NCCc2ccccc2)S1 (stereo unspecified)	i	-0.4	-3%	i	2%	-13%	-0.4%	0%	2%
28	O=[N+]([O-])c1ccc(COc2ccc(CN3CCOCC3)cc2)cc1	i	-4.2	0%	i	-4%	-4%	0.0%	·	?
29	O=C1CCCC2=C1C(c1cn(-c3ccccc3)nc1-c1cccs1)c1c([nH]c(=O)[nH]c1=O)N2 (stereo unspecified)	i	-2.7	3%	i	5%	-8%	2.3%	-17%	4%
30	Cc1nc2ccc(F)cc2cc1C(=O)NCc1ccco1	i	-0.6	1%	i	-18%	-4%	8.3%	2%	11%
31	Cc1ccc(C(=O)Nc2cccc(-c3ccc(N4CCOCC4)nn3)c2)cc1C	i	1.2	?	i	-3%	5%	2.5%	-7%	-32%
32	COc1ccc(/C=C(/NC(=O)c2ccc(C)cc2)c2nc3ccccc3[nH]2)cc1OC	i	1.0	-2%	i	4%	?	0.1%	-1%	·
33	COc1ccc(N(CC(=O)NCc2ccco2)C(=O)CCC(=O)Nc2nccs2)cc1	i	0.4	3%	i	3%	26%	-0.7%	1%	4%
34	O=C(O)c1ccc(NC(=S)Nc2ccc(S(=O)(=O)Nc3ccccn3)cc2)cc1	i	-1.3	6%	i	-20%	-3%	0.2%	·	?
35	CC(C)(C)NCc1cccn1-c1sc2c(c1C#N)CCCC2	i	2.0	-8%	i	-3%	3%	-0.4%	-5%	0%
36	O=C(Nc1ccc2c(c1)Cc1ccccc1-2)c1ccco1	i	-0.3	-15%	i	-10%	-18%	19%	-8%	?
37	O=C(NCc1ccco1)C1CCCN1S(=O)(=O)c1ccccc1C(F)(F)F (stereo unspecified)	i	0.1	5%	i	-4%	15%	-0.2%	1%	20%
38	O=C(COC(=O)C1CC(=O)N(c2ccccc2)C1)c1ccccc1 (stereo unspecified)	i	0.4	-3%	i	-30%	-6%	0.0%	-9%	2%
39	Cc1ccccc1OCC(=O)N/N=C1\CCOc2c(C)cccc21	i	-0.5	-6%	?	5%	38%[activator]	-1.0%	0%	·
40	CCc1nnc(NC(=O)c2nc(SC)ncc2Cl)s1	·	·	8%	i	-2%	?	16%	·	3%
41	COc1cc(C(=O)NNC(=O)c2n[nH]c3ccccc23)cc(OC)c1OC	i	0.7	-1%	i	-6%	-2%	-0.5%	0%	-6%
42	COc1ccc(CNC(=S)Nc2cc(C)ccc2C)cc1	i	-0.2	-4%	i	-37%	-32%	0.1%	2%	-20%
43	O=C(CSCc1ccccc1)Nc1ccc(S(=O)(=O)Nc2ncccn2)cc1	i	-0.6	10%	i	-20%	-13%	-0.2%	1%	14%
44	COc1ccc(S(=O)(=O)Nc2cccc(-c3ccc(N4CCCC4)nn3)c2)cc1OC	·	·	-12%	?	-28%	?	6.1%	·	·
45	CCOC(=O)C1(CCCc2ccccc2)CCN(C(=O)C2CCCO2)CC1 (stereo unspecified)	i	0.9	-5%	i	-12%	-16%	-0.1%	0%	-24%
46	COc1ccc(N2CCN(C(=O)CCc3c(C)nc4cc(-c5cccc(F)c5)nn4c3C)CC2)cc1	·	·	14%	i	12%	-3%	0.6%	·	?
47	CSc1ccccc1-n1nnnc1SCC(=O)NCc1cccs1	i	3.2	7%	i	-14%	-6%	4.5%	-1%	·
48	Cc1nc(-c2ccc(Cl)cc2)sc1C(=O)NN	i	-0.1	-5%	i	-45%	?	3.6%	0%	-18%
49	O=c1[nH]cnc2scc(C3COc4ccccc4O3)c12 (stereo unspecified)	i	-0.6	-3%	i	-14%	2%	17%	-1%	1%
50	COc1cc(NC(C)=O)ccc1NC(=O)c1cc2ccccc2o1	i	-3.0	11%	i	4%	5%	2.6%	0%	-1%
51	O=C(CSc1nnc(CNC(=O)c2cccs2)o1)Nc1ccc(Cl)cc1	i	-3.0	-2%	i	-11%	10%	0.0%	-1%	6%
52	CCCCC(CC)CN1C(=O)/C(=C/c2ccncc2)SC1=S (stereo unspecified)	i	3.3	0%	i	-12%	3%	1.6%	0%	7%
53	O=C1c2ccccc2-c2ccc(C(=O)N3CCCCC3)cc21	i	-1.7	9%	·	-14%	-10%	3.7%	-1%	-8%

Entries of single compounds, quoted from the list:
CCCCC(CC)CN1C(=O)/C(=C/c2ccncc2)SC1=S (stereo unspecified) is listed with pAkt inh: i; CCT modulator: 3.3; A549 viability: 0%; ATXN viability: i; HepG2 tox: -12%; TGFb SMAD3 inh: 3%; Nrf2 activator: 1.6%; MmCpn inh: 0%; Nrf2 inh: 7%
O=c1[nH]cnc2scc(C3COc4ccccc4O3)c12 (stereo unspecified) is listed with pAkt inh: i; CCT modulator: -0.6; A549 viability: -3%; ATXN viability: i; HepG2 tox: -14%; TGFb SMAD3 inh: 2%; Nrf2 activator: 17%; MmCpn inh: -1%; Nrf2 inh: 1%

3 entries from above, sorted by their value in TGFb SMAD3 inh, high to low:
nr | smiles | TGFb SMAD3 inh
51 | O=C(CSc1nnc(CNC(=O)c2cccs2)o1)Nc1ccc(Cl)cc1 | 10%
52 | CCCCC(CC)CN1C(=O)/C(=C/c2ccncc2)SC1=S (stereo unspecified) | 3%
49 | O=c1[nH]cnc2scc(C3COc4ccccc4O3)c12 (stereo unspecified) | 2%

Screening results (PubChem BioAssay)
